Screening data deposited in PubChem by National Center for Advancing Translational Sciences (NCATS).
MCF10A rerep = inducers of DNA re-replication in MCF 10A breast cells; MCF 10A DNA re-replication, Hoechst nuclear intensity, 48 h; Potency, µM (highest dose often 46.1 µM), for the others: at the highest dose activity, positive = re-replication, hits mostly activators; actives 2.9% (n = 350,000); AID 624296; also: % of control where 0% means no effect; nearly all actives have a fitted effect of over 50% in size
Nrf2 ARE act = Nrf2 pathway activation; AREc32 ARE-luciferase reporter (MCF7-derived line), luminescence, 24 h; Potency, µM (top dose mostly 46.1 µM), without a hit: at the highest dose activation, hits mostly activators; actives 0.31% (n = 410,000); also: % of control where 0% means no effect; nearly all actives have a fitted effect of over 65% in size
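ARE-driven firefly luciferase activity in AREc32 cells measured after a 24 hr compound exposure at 37 deg C, using Steady-Glo reagent and a 30 min room-temperature hold.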
A549 viability = kills or reduces viability of A549 cells in Nrf2 counter-screen; A549 ARE-Fluc cells, CellTiter-Fluor viability, 18-24 h; Potency, µM (doses to about 46 µM), without a hit: top-dose activity change, negative = cytotoxicity, most hits filed as inhibitors; actives 0.16% (n = 390,000); also: % is scaled to controls: 0 for no effect and ±100 for the full control effect
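A549 ARE_Fluc cells in 5% FBS OPTI-MEM were exposed to compounds in concentration-response for 18-24 h at 37 deg C. Viability was read by CellTiter-Fluor fluorescence (Ex 405/Em 525) after 30 min, before the luciferase read.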
ATXN viability = cell viability loss in ATXN counter-screen | S2 cells (HEK-293 line with an ATXN2-luciferase reporter) viability, CellTiter-Fluor protease fluorescence, 24 h | Potency, µM (titrated, usually from 56.7 µM), hits mostly cytotoxic | actives 0.49% (n = 400,000) | AID 651635; also: nearly all actives have a fitted effect of over 40% in size
Nrf2 block = Nrf2 pathway inhibition; A549 ARE-Fluc reporter, luciferase luminescence, 18-24 h; Potency, µM (series often up to 46 µM), for the others: top-dose activity change, negative = inhibition, hits mostly inhibitors; actives 2.1% (n = 360,000); AID 504444; also: % is scaled to controls: 0 for no effect and ±100 for the full control effect; nearly all actives have a fitted effect of over 60% in size
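Concentration-response testing used A549 ARE_Fluc cells at 5000 cells/well. Following an 18-24 h compound incubation, viability was read by fluorescence (Ex 405/Em 525) and luciferase output by luminescence.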
ATXN2 expr inh = reduces ATXN2 reporter expression in HEK-293 cells; actives 0.72% (n = 360,000); Potency, µM (series often up to 57 µM), inactives show at the top dose activity change, negative = inhibition, actives largely listed as inhibitors; AID 1745845; HEK-293 ATXN2-luciferase reporter, luminescence, 24 h; also: % is scaled to controls: 0 for no effect and ±100 for the full control effect; nearly all actives have a fitted effect of over 55% in size
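ATXN2-luciferase reporter cells (luciferase flanked by upstream and downstream ATXN2 gene portions) were treated 24 h at 37 °C with compounds at up to 57 uM. SteadyGlo luminescence gave expression; GF-AFC fluorescence gave viability.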
TGFb SMAD3 inh = inhibitors of TGF-b signaling; HepG2 CAGA-GFP TGF-b/SMAD3 reporter, GFP fluorescence, 18 h; TGF-beta stimulated, 500 pg/mL final; Potency, µM (series often up to 46.1 µM), without a hit: top-dose activity, negative = inhibition, most hits filed as inhibitors; actives 1.2% (n = 410,000); AID 588855; also: % is scaled to controls: 0 for no effect and ±100 for the full control effect; nearly all actives have a fitted effect of over 65% in size
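HEPG2 CAGA-GFP cells (1000/well, DMEM with 1% FBS) were pre-incubated 2 h at 37 degrees C, given compound by pin tool, then stimulated with TGF-beta at 500 pg/mL final for 18 h before per-cell GFP fluorescence imaging.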
EPAC2 antagonist = EPAC2 (human) antagonism. Q8WZA2. EPAC2 GEF exchange of Rap1B-BODIPY-GDP, fluorescence. Potency, µM (top dose mostly 114 µM), without a hit: top-dose activity, negative = inhibition, actives largely listed as inhibitors. actives 0.18% (n = 360,000). AID 720708; also: % is scaled to controls: 0 for no effect and ±100 for the full control effect; nearly all actives have a fitted effect of over 45% in size; many of its hits are not listed in these tables
Target sequence (Q8WZA2 whole entry, looked up): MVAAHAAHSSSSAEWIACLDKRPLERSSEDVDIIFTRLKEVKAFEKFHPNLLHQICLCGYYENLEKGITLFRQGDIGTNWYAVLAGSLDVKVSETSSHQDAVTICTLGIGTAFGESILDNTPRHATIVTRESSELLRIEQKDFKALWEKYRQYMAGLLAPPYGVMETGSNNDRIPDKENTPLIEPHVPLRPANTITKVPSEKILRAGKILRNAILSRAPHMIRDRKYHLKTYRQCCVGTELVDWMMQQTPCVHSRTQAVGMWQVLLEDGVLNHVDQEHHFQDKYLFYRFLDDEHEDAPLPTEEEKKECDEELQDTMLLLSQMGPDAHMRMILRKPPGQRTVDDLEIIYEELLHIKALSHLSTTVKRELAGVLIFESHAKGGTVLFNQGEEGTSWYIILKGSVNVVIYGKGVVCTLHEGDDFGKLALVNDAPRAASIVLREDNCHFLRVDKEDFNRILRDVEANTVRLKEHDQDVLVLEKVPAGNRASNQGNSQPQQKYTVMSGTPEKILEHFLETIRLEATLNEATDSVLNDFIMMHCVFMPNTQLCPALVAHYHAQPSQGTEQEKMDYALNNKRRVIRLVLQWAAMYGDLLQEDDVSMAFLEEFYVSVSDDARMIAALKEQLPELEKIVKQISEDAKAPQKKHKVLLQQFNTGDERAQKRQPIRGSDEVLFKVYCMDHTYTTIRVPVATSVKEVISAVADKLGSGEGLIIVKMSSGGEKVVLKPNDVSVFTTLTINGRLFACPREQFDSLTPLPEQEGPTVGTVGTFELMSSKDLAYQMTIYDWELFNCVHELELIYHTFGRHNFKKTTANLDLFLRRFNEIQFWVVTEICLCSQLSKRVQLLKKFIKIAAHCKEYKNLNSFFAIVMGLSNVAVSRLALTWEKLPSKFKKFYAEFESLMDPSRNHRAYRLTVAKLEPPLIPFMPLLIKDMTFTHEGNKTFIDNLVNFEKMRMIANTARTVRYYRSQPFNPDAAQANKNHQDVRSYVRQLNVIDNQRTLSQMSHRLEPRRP
HepG2 tox = kills HepG2 cells in TGF-b inhibitor counter-screen. HepG2 CAGA-GFP viability, ATP luminescence, 18 h. Potency, µM (series often up to 46.1 µM), without a hit: at the top dose activity change, negative = cytotoxicity, actives largely listed as cytotoxic. actives 0.76% (n = 410,000). AID 588856; also: some results filed as inactive show a strong effect at the top dose
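CellTiter-Glo luminescence gave cytotoxicity after 18 hours at 37 degrees C. The cells were HepG2 CAGA-GFP in 1% FBS DMEM, stimulated with 500 pg/mL TGF-beta after compound addition. %Activity was normalised to no-cell wells (complete cell-killing) and DMSO (no toxicity), and curves were fitted and classified.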
Starred values were filed as active, the others as inactive; i = inactive; ? = inconclusive; nt = not tested or not shown; & = joins results of further samples; [ ] = remark or other dose. Calls follow the shape of the dose curve; as a rule, active = well fitted curve in the direction sought with a large enough effect; inconclusive = small, poorly fitted or top-dose-only effect, or another doubt; inactive = no such curve, though single readings can be large; an effect the other way counts as inactive or inconclusive. Potency is read from the fitted curve at half-maximal effect.

1	OCCC1CN(Cc2ccc3nsnc3c2)CCN1C1CCCC1 (configuration not stated)
2	CCOc1ccc(-c2nnc(SCC(=O)N3CCCC3)o2)cc1
3	CC(=O)Nc1ccc(S(=O)(=O)NCc2ccc(C(=O)NCc3ccc4c(c3)OCO4)cc2)cc1
4	CCOc1ccc2nc(NC(=S)NCc3ccccc3)sc2c1
5	Cc1cc(C)cc(NC(=O)c2cc(C)nc3ccccc23)c1
6	COc1ccc(C(=O)N/C(=C\c2cn(C)c3ccccc23)C(=O)OCCN(C)C)cc1
7	O=C(Nc1ccccc1)C(=O)c1c[nH]c2ccccc12
8	CCOC(=O)/C=C1\SCC(=O)N1CC(=O)Nc1cccc(F)c1
9	COc1cccc(C2=NN(C(C)=O)C(c3cn(-c4ccccc4)nc3-c3cccs3)C2)c1 (configuration not stated)
10	Cc1cccc(OCC(=O)NC2CCCC2)c1
Screen / compound no.,1,2,3,4,5,6,7,8,9,10
MCF10A rerep,6%,0%,1%,22%,10%,1%,-1%,-3%,nt,2%
Nrf2 ARE act,0.2%,-0.3%,0.4%,-0.7%,0.0%,7.0%,6.0%,-0.2%,0.5%,-1.0%
A549 viability,0%,-1%,0%,-7%,2%,-11%,0%,-5%,-2%,1%
ATXN viability,i,i,i,i,i,?,i,i,i,i
Nrf2 block,1%,-3%,7%,-25%,?,7%,?,18%,3%,?
ATXN2 expr inh,-4%,29%,3%,-13%,-9%,-11%,40%[activator],-8%,9%,-5%
TGFb SMAD3 inh,4%,-1%,1%,-6%,25%,-6%,6%,13%,12%,-19%
EPAC2 antagonist,1%,0%,-5%,2%,13%,7%,15%,-1%,nt,0%
HepG2 tox,-5%,2%,-1%,-28%,7%,-2%,-22%,8%,-2%,11%

11	Cc1cc(O)c(C(C)C)cc1N=Cc1ccccc1O
12	O=C(NC1=NCCS1)c1ccc2c(c1)C(=O)N(Cc1ccco1)C2=O
13	Nc1nonc1-n1nnc(C(=O)N/N=C/c2cccc(F)c2)c1CN1CCCC1
14	COCc1cc(C)nc(SCc2nc3ccccc3c(=O)[nH]2)c1C#N
15	COc1ccc(S(=O)(=O)N2CCOCC2)cc1NC(=O)CSc1nc(C)c(C)c(C)n1
16	CCOC(=O)c1c(C)n(C)c2ccc(OCC(O)CN(CC)CC)cc12 (configuration not stated)
17	COc1ccc(C(C(=O)NCC2CCCO2)N(C(=O)CNC(=O)c2ccco2)c2ccc(C)c(C)c2)cc1OC (configuration not stated)
18	N#Cc1c(NC(=O)CSC2=NCCS2)sc2c1CCCC2
19	C=C(C)CSc1nc(N)c2c3c(sc2n1)CCC3
20	CC(=O)Nc1ccc(NC(=O)COC(=O)c2c(-c3ccccc3)noc2C)cc1
Screen / compound no.,11,12,13,14,15,16,17,18,19,20
MCF10A rerep,23%,-15%,?,2.1µM*,-26%,?,-2%,?,?,-8%
Nrf2 ARE act,?,0.3%,-1.8%,0.3%,2.8%,1.4%,-0.3%,14%,13%,0.5%
A549 viability,8%,-3%,1%,?,13%,-11%,-1%,nt,1%,-1%
ATXN viability,i,i,i,i,i,i,i,i,i,i
Nrf2 block,2%,nt,13%,?,1%,-1%,2%,?,nt,9%
ATXN2 expr inh,nt,-1%,5%,2%,4%,-21%,-9%,38%,33%,-31%
TGFb SMAD3 inh,?,-24%,-15%,-6%,-6%,-8%,?,22%,-3%,6%
EPAC2 antagonist,-8%,-3%,-8%,0%,3%,-12%,13%,-5%,3%,0%
HepG2 tox,-36%,-5%,9%,0%,0%,-10%,-25%,-19%,-18%,13%

Sorted by length of the SMILES (rising): part of the list above
11	Cc1cc(O)c(C(C)C)cc1N=Cc1ccccc1O
18	N#Cc1c(NC(=O)CSC2=NCCS2)sc2c1CCCC2
14	COCc1cc(C)nc(SCc2nc3ccccc3c(=O)[nH]2)c1C#N
16	CCOC(=O)c1c(C)n(C)c2ccc(OCC(O)CN(CC)CC)cc12 (configuration not stated)
12	O=C(NC1=NCCS1)c1ccc2c(c1)C(=O)N(Cc1ccco1)C2=O
20	CC(=O)Nc1ccc(NC(=O)COC(=O)c2c(-c3ccccc3)noc2C)cc1
15	COc1ccc(S(=O)(=O)N2CCOCC2)cc1NC(=O)CSc1nc(C)c(C)c(C)n1
17	COc1ccc(C(C(=O)NCC2CCCO2)N(C(=O)CNC(=O)c2ccco2)c2ccc(C)c(C)c2)cc1OC (configuration not stated)
Screen / compound no.,11,18,14,16,12,20,15,17
MCF10A rerep,23%,?,2.1µM*,?,-15%,-8%,-26%,-2%
Nrf2 ARE act,?,14%,0.3%,1.4%,0.3%,0.5%,2.8%,-0.3%
A549 viability,8%,nt,?,-11%,-3%,-1%,13%,-1%
ATXN viability,i,i,i,i,i,i,i,i
Nrf2 block,2%,?,?,-1%,nt,9%,1%,2%
ATXN2 expr inh,nt,38%,2%,-21%,-1%,-31%,4%,-9%
TGFb SMAD3 inh,?,22%,-6%,-8%,-24%,6%,-6%,?
EPAC2 antagonist,-8%,-5%,0%,-12%,-3%,0%,3%,13%
HepG2 tox,-36%,-19%,0%,-10%,-5%,13%,0%,-25%

The list goes on:
21	CCOc1ccc(CN2CCNC(=O)C2CC(=O)NCCCC2CCCC2)cc1 (configuration not stated)
22	CCN(CC)c1ncc(C)c(=O)[nH]1
23	Clc1ccc(-n2ncc3c(NCc4ccco4)ncnc32)cc1
24	O=C(Nc1ccccc1F)c1ccc(Cn2nc(N3CCN(c4ccccc4)CC3)ccc2=O)o1
25	COc1ccc(C(=O)C[n+]2cc(-c3ccc(OC)cc3)n3c2CCCC3)cc1
26	Nc1ccn([C@@H]2O[C@H](C(=O)NCCCN3CCCC3=O)[C@@H](O)[C@H]2O)c(=O)n1
27	NC[C@H](Cc1ccccc1)NCCc1cc(C(F)(F)F)cc(C(F)(F)F)c1
28	Cc1cc(NC(=O)CS(=O)(=O)c2cn(Cc3ccc(F)cc3)c3ccccc23)no1
29	CCC1(c2ccccc2)NC(=O)N(CC(=O)Nc2ccccc2C(=O)NC2CC2)C1=O (configuration not stated)
30	Cc1cnc(C(=O)OCC(=O)NC(C)C)cn1
Screen / compound no.,21,22,23,24,25,26,27,28,29,30
MCF10A rerep,17%,-7%,?,nt,7%&8%,nt,?,-5%,-4%,-27%
Nrf2 ARE act,2.7%,-0.1%,1.8%,-0.7%,2.7%&9.5%,-1.5%,0.2%,5.3%,-0.5%,-0.2%
A549 viability,-3%,11%,-3%,-20%,-9%&-2%,nt,5%,-9%,0%,8%
ATXN viability,i,i,nt,?,?,i,nt,i,?,i
Nrf2 block,?,nt,4%,21µM*,8.2µM*,nt,7%,21µM*,-19%,nt
ATXN2 expr inh,4%,-4%,nt,?,-18%,-6%,0%,?,9%,5%
TGFb SMAD3 inh,?,5%,1%,?,-1%&-2%,nt,?,-27%,0%,-9%
EPAC2 antagonist,-17%,-3%,-19%,nt,0%&5%,-3%,3%,2%,-1%,6%
HepG2 tox,-33%,-2%,-28%,-25%,-10%&-27%,nt,-65%,-17%,5%,10%

31	Cc1ccc(-n2c(C)cc(/C=N/NC(=O)c3ccncc3)c2C)cc1
32	CN1CCC(NC(=O)CCc2ccccc2)CC1
33	O=S(=O)(N1CCCCCC1)N1CCNCC1
34	Cc1ccc2nsnc2c1S(=O)(=O)N1CCN(CCc2ccccc2)CC1
35	Cc1cc(N2C(=O)C(=O)/C(=C(/O)c3ccc(F)cc3)C2c2ccc(Cl)cc2)no1 (configuration not stated)
36	Cn1cccc1C(=O)NC(=O)COC(=O)c1ccccc1O
37	Cc1nnc(NC(=O)c2ccc(-c3cccc(C(F)(F)F)c3)o2)s1
38	COc1ccc2c(=O)cc(CO)oc2c1
39	O=[N+]([O-])c1cc(-c2nc(-c3ccccc3)no2)ccc1N1CCCCC1
40	Cc1nc(SCC(=O)N2CC(C)OC(C)C2)nc(C)c1C (configuration not stated)
Screen / compound no.,31,32,33,34,35,36,37,38,39,40
MCF10A rerep,4%,7%,-6%,16%,14%,-2%,2%,0%,nt,11%
Nrf2 ARE act,0.5%,-0.7%,-0.5%,-0.2%,-0.1%,-0.2%,0.2%,2.0%,0.2%,-0.1%
A549 viability,9%,-1%,2%,0%,-4%,0%,-6%,4%,-2%,3%
ATXN viability,i,i,i,?,i,i,i,i,i,i
Nrf2 block,?,6%,2%,?,?,-9%,-4%,11%,19%,4%
ATXN2 expr inh,23%,1%,1%,6%,-3%,-15%,-6%,5%,-38%,3%
TGFb SMAD3 inh,-8%,-3%,-13%,-11%,-2%,-12%,3%,-10%,-8%,2%
EPAC2 antagonist,11%,8%,2%,-8%,0%,0%,-18%,-2%,nt,1%
HepG2 tox,0%,2%,-3%,-29%,-16%,-15%,-12%,-2%,-7%,-41%

41	O=C(Nc1ccccc1)N1CCC(C(=O)N(Cc2ccco2)Cc2cccs2)CC1
42	COc1cccc(N2C(=O)CC(NNC(=O)c3cccs3)C2=O)c1 (configuration not stated)
43	COc1ccc(Cl)cc1-c1nc(SCC(=O)NC2CC2)n[nH]1
44	CC1Sc2ccc(S(=O)(=O)CCC(=O)NC3CCCCC3C)cc2NC1=O (configuration not stated)
Screen / compound no.,41,42,43,44
MCF10A rerep,5%,4%,?,0%
Nrf2 ARE act,0.3%,2.3%,-0.3%,1.7%
A549 viability,1%,0%,-1%,-8%
ATXN viability,i,i,nt,i
Nrf2 block,10%,18%,2%,?
ATXN2 expr inh,-2%,-17%,-33%,-15%
TGFb SMAD3 inh,-1%,27%,-13%,-14%
EPAC2 antagonist,9%,2%,4%,-6%
HepG2 tox,-3%,29%,-3%,-5%

Not all compounds are listed; rates above refer to the full screens.
